# IL-2 act: qHTS of IL-2 Activators. IL-2 activation reporter assay, cell-based qHTS; stimulated with anti-CD3/CD4/CD28 beads; in transgenic mouse T cells. activation, % (series mostly up to about 46 µM). 360,000 tested, 0.065% active. AID 652025, 2013; in the data active means activation above about 50%; inconclusive means mostly about 30% to 49%; further: 0% is about no effect
#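 Readout is EGFP and DsRed signal by fluorescent plate cytometry after 18 h at 37 degrees C. Transgenic mouse T cells (750/well) received compound for 60 min before bead stimulation (anti-CD3, anti-CD4, anti-CD28); memory T cells served as non-tolerant control.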
# Abeta yeast res: qHTS for compounds that reverse cellular toxicity of Amyloid beta (A-beta) peptide in yeast: Primary Screen; 410,000 tested, 0.063% active; yeast expressing A-beta42, growth rescue, OD600, 48 h; response scale: 0% DMSO, 100% iron-clioquinol control; Potency, µM (top dose mostly 46.1 µM), without a hit: at the top dose growth rescue, actives largely listed as activators; further: potency means the concentration at half of the fitted maximal effect; nearly all actives have a fitted effect of over 55% in size
#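 Yeast growth medium received pinned compounds, then yeast cells expressing toxic A-beta were added; plates incubated at 30 C for 48 hr. Growth read as absorbance at 600 nm, normalized to DMSO and equimolar FeCl3 plus clioquinol controls.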
# EPAC1 agonist: qHTS for Agonist of cAMP-regulated guanine nucleotide exchange factor 3 (EPAC1): primary screen; Potency, µM (titrated, usually from 154 µM), for the others: at the top dose activation, actives largely listed as activators; AID 720707, 2013; 360,000 tested, 0.073% active; Rap guanine nucleotide exchange factor 3 (Homo sapiens), O95398; EPAC1 agonist qHTS, biochemical assay; response scale: 100% = response to 6.5 mM cAMP; further: potency means the concentration at half of the fitted maximal effect; nearly all actives have a fitted effect of over 60% in size
# Target sequence (O95398 whole entry, looked up): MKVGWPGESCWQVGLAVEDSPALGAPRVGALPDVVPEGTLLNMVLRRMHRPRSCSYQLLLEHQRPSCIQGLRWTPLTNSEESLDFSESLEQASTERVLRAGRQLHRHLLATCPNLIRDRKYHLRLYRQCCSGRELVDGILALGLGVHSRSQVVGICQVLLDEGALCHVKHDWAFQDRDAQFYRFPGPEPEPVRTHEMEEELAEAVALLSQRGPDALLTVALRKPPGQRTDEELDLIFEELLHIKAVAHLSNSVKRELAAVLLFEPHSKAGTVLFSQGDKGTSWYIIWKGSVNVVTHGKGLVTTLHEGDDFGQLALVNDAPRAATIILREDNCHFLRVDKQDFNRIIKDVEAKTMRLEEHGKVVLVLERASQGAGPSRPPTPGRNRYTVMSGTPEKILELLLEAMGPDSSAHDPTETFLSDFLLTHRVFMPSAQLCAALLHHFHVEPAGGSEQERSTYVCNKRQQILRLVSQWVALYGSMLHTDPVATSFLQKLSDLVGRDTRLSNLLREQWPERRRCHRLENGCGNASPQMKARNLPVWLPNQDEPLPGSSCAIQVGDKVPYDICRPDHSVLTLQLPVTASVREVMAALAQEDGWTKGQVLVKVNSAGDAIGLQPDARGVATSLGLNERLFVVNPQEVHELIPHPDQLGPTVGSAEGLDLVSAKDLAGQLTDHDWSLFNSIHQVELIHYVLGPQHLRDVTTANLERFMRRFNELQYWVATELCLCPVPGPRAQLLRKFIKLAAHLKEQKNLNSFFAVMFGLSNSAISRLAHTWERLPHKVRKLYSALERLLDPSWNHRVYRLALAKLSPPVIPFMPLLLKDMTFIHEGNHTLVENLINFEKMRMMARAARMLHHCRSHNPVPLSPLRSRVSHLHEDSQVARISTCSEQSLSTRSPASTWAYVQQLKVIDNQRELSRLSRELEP
#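 Nucleotide exchange by EPAC1 (100 nM) on Rap1B–BODIPY-GDP (250 nM) in the presence of 50 uM GDP is tracked fluorescently at 480/540 nm over 30 min. Signals are normalized to a 6.5 mM cAMP control.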
# PI5P4Ka inh: qHTS for Inhibitors of phosphatidylinositol 5-phosphate 4-kinase (PI5P4K) | Phosphatidylinositol 5-phosphate 4-kinase type-2 alpha (Homo sapiens), P48426 | PI5P4Kalpha enzyme, ADP-Glo luminescence, 60 min; hits give low values | max response, % | 330,000 tested, 1.2% active | AID 652105, 2013; active means max response of -50% or lower; inconclusive means between -30% and -50%; inactive means -30% or higher; further: value at the top dose of about 77 µM; on the % scale 0 is the no-effect control and ±100 the full control effect
#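 Single end-point luminescence (ADP-Glo) quantified ADP from PI5P4Kalpha turnover; ATP 5 microM final, 1 h at RT, 0.1% CHAPS and 0.28 mM EGTA in HEPES pH 7.4.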
# FUS yeast rescue: qHTS for Suppressors of FUS Proteinopathy: Primary screen using FUS-linked yeast assay. S. cerevisiae FUS-expressing, growth rescue, OD600, 24 h. Potency, µM (highest dose often 76.6 µM), inactives show at the highest dose growth rescue (activation), hits mostly activators. 390,000 tested, 0.24% active. AID 1347120, 2019;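 further: potency means the concentration at half of the fitted maximal effect; plate controls were DMSO vehicle for no effect and reference control for full effect; nearly all actives have a fitted effect of over 55% in size; some results filed as inactive show a strong effect at the top dose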
#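 Yeast expressing FUS under galactose induction, OD 0.005 in 2% galactose medium; compounds in a dilution series, 24 h at 30C. Growth rescue by absorbance at 600 nm; CP55940 positive control, DMSO negative.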
# WRN inhibitor: qHTS for Inhibitors of WRN Helicase; AID 651768, 2012; Bifunctional 3'-5' exonuclease/ATP-dependent helicase WRN (Homo sapiens), Q14191; Potency, µM (doses to about 114 µM), for inactives: at the highest dose activity change, negative = inhibition, most hits filed as inhibitors; 360,000 tested, 0.46% active; WRN helicase unwinding, fluorescent forked duplex, kinetic; further: potency means the concentration at half of the fitted maximal effect; on the % scale 0 is the no-effect control and ±100 the full control effect; nearly all actives have a fitted effect of over 55% in size
#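 Kinetic fluorescence helicase assay: unwinding of a quenched forked DNA duplex (100 nM final) with 2 mM ATP final raises red fluorescence (525/598 nm). Compounds sat 15 min at room temperature with 20 nM WRN beforehand.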
# PLK1 PBD block: qHTS for Inhibitors of PLK1-PDB (polo-like kinase 1 - polo-box domain): Primary Screen. Serine/threonine-protein kinase PLK1 (Homo sapiens), P53350. Plk1 PBD binding of FITC phosphopeptide, fluorescence polarization. Potency, µM, inactives show max response, negative = inhibition, most hits filed as inhibitors. 360,000 tested, 2.8% active; further: potency means the concentration at half of the fitted maximal effect; series mostly up to about 57 µM; on the % scale 0 is the no-effect control and ±100 the full control effect; nearly all actives have a fitted effect of over 65% in size
# EPAC1 antag: qHTS for Antagonist of cAMP-regulated guanine nucleotide exchange factor 3 (EPAC1): primary screen | Rap guanine nucleotide exchange factor 3 (Homo sapiens), O95398 | EPAC1 GEF assay, Rap1b-BODIPY-GDP exchange fluorescence | Potency, µM (top dose mostly 115 µM), for the others: top-dose activity change, negative = inhibition, hits mostly inhibitors | 360,000 tested, 0.14% active | AID 720709, 2013;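 further: potency means the concentration at half of the fitted maximal effect; plate controls were vehicle for no effect and positive control for full effect; nearly all actives have a fitted effect of over 50% in size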
# An asterisk follows results filed as active; ? = inconclusive; . = no result given; [ ] = another dose, or the depositor's remark. Unless noted, the call rests on the fitted dose curve; in most records, active means well fitted curve in the direction sought with a large enough effect; inconclusive means small, poorly fitted or top-dose-only effect, or another doubt; inactive means no such curve, though single readings can be large; an effect the other way counts as inactive or inconclusive.
SMILES,IL-2 act,Abeta yeast res,EPAC1 agonist,PI5P4Ka inh,FUS yeast rescue,WRN inhibitor,PLK1 PBD block,EPAC1 antag
COCc1nnc(NC(=O)C2CC(=O)N(CCc3ccc(F)cc3)C2)s1 (centres undefined),0.0,-8%,10%,-21,26%,-20%,?,8%
Fc1ccccc1-c1n[nH]c(=S)n1/N=C/c1c[nH]c2ccccc12,-4.0,8%,-7%,3,1%,-22%,?,9%
CC(C)(C)C(=O)NC(=S)NNC(=O)c1ccc(Cl)cc1Cl,1.8,-71%[inhibitor],6%,-8,36%,-6%,11%,-3%
O=C(CSc1nnc(-c2ccccc2O)o1)Oc1ccc(Br)cc1,0.2,-5%,5%,.,18%,-15%,-7%,7%
CCNc1nc(NC(C)C)nc(Oc2ccc(OCCOc3ccc(C)cc3)nn2)n1,-2.5,6%,6%,.,?,-7%,3%,-1%
CCOC(=O)N1CCc2c(sc(NC(=O)CCS(=O)(=O)c3ccccc3)c2C(N)=O)C1,-4.7,2%,-7%,1,15%,3%,0%,14%
COc1cccc(C(O)c2ncc(-c3ccc4ccccc4c3)[nH]2)c1 (centres undefined),0.3,-2%,0%,4,2%,-6%,6%,-13%
Cc1sc(-c2ccccn2)nc1OC(=O)c1ccc(F)cc1F,-0.4,-8%,3%,1,-18%,0%,-11%,-7%
O=C(OCc1nc2ccc(Cl)cc2n1CCO)c1ccc2c(c1)OCO2,0.0,7%,8%,0,?,-10%,-17%,-5%
COC(=O)c1c(NC(=O)Cc2cccs2)sc(C(=O)NC2CCCCC2)c1C,0.7,11%,-3%,.,0%,-4%,-2%,3%
O=C(NCCCn1ccnc1)c1ccc(COc2ccccc2)o1,-0.7,-6%,4%,1,7%,11%,-2%,11%
O=C(c1ccccc1F)n1c2c(c3ccccc31)CCCC2,-2.4,-1%,2%,22,-6%,-6%[57.1 µM],1%,17%
COc1ccc(S(=O)(=O)N2CCCc3ccccc32)cc1[N+](=O)[O-],-2.0,4%,16%,2,20%,-3%,-2%,-2%
Cc1ccc(N2CC(C(=O)NCCCn3ccnc3)CC2=O)cc1 (centres undefined),-0.2,-2%,8%,.,22%,11%,-8%,-3%
Cn1cnnc1SCC(=O)Nc1sc2c(c1C#N)CCCCC2,-2.5,4%,1%,.,43%,-10%,-15%,6%
O=C(O)c1ccc2c(c1)S(=O)(=O)c1cc(N3CCN(c4cnccn4)CC3)ccc1C2=O,2.8,5%,3%,-67*,6%,-12%,-2%,-3%
Cc1ccc(SCc2noc(C(=O)NC(C)C)c2C(=O)O)cc1C,0.5,-2%,-4%,3,-17%,-3%,-6%,-10%
COCCn1nnnc1C(c1ccc(OC)cc1)N1CCN(c2ccccc2F)CC1 (centres undefined),1.1,22%,7%,0,-2%,3%,-3%,-1%
Cc1ccnc2nc(C(=O)OCC(=O)c3ccccc3)nn12,-0.9,-3%,-1%,-2,9%,5%,0%,2%
CC1(C)Cc2c(C#N)c(NCCc3ccccc3)nc(-c3ccco3)c2CO1,0.4,-7%,-1%,-19,13%,-19%[57.1 µM],?,2%
COc1ccccc1NC(=O)CSc1nncn1-c1ccccc1,-0.6,-9%,11%,3,16%,-5%,-3%,5%
CCCn1c(NCc2c[nH]c3ccccc23)nc2ccccc21,2.4,1%,-2%,.,28%,1%,3%,1%
CC(=O)NNS(=O)(=O)c1scc(S(=O)(=O)c2ccc(Cl)cc2)c1C,-0.7,3%,11%,2,-25%,3%,-12%,1%
O=C(c1cccs1)N1CCCC(c2nc3c(nnn3Cc3ccccc3)c(=O)[nH]2)C1 (centres undefined),-0.1,4%,-2%,-1,2%,-2%,-2%,-23%
Cc1cc(C)c2c(=O)n(CC(=O)N3CCC(N4CCCCC4)CC3)sc2n1,-2.3,-25%,5%,-81*,-2%,2%,3µM*,14%
CCOC(=O)[C@H](CCc1ccccc1)N[C@@H](C)C(=O)N1[C@H](C(=O)O)C[C@@H]2CCC[C@@H]21,-0.1,-2%,-23%,1,4%,3%,1%,3%
COc1ccc(C(=O)COC(=O)CCNS(=O)(=O)c2ccccc2)cc1Br,1.0,5%,5%,2,26%,-10%,-5%,1%
O=C(CN(Cc1ccccc1)C(=O)CCC(=O)Nc1ccccn1)NCc1ccc(F)cc1,-0.6,-2%,2%,-2,10%,9%,-2%,15%
CC(C)(C#N)Nn1cnnc1,0.9,-8%,-3%,7,16µM*,-9%,0%,0%
OC(COc1ccc(OCC(O)CN2CCN(Cc3ccccc3)CC2)cc1)CN1CCN(Cc2ccccc2)CC1 (centres undefined),-0.8,-9%,-1%,3,13%,-13%,-12%,-10%
CC1(C(=O)N2CC3(CC(c4ccccc4)=NO3)C[C@H]2C(=O)NCC(N)=O)CC1 (some centres undefined),0.1,-8%,-4%,-5,-26%,-1%,1%,-11%
CCOC(=O)c1ccc(NC(=S)NC(=O)COc2ccccc2)cc1,0.2,6%,7%,-12,1%,-12%,2%,-9%
CCC1=Nc2cc(C(=O)NCCN3CCCC3)ccc2Sc2ccccc21,0.4,-8%,8%,7,-7%,0%,-2%,-11%
Cc1ccc(C(=O)OCC(=O)Nc2cccc(S(=O)(=O)N3CCOCC3)c2)o1,1.2,23%,3%,-6,-11%,-3%,5%,2%
O=C(NCC(c1cccs1)N1CCOCC1)c1cc(S(=O)(=O)N2CCOCC2)c(Cl)cc1Cl (centres undefined),-2.6,6%,0%,2,-2%,4%,0%,10%
O=C(COc1ccccc1Cl)Nc1ccccc1C(=O)Nc1cccc(C(=O)O)c1,1.3,-3%,8%,-2,16%,-2%,1%,7%
O=C1NC(=Nc2ccccc2Br)SC1(CO)CO,2.9,0%,-8%,0,-31%,3%,-6%,-5%
CCC(C)[C@H](NC(=O)C1CCC(CNC(=O)[C@@H]2CCCN2C(=O)OC(C)(C)C)CC1)C(=O)O (some centres undefined),0.0,-11%,16%,0,3%,0%,-12%,7%
O=C(COc1ccc([N+](=O)[O-])cc1)NC(C(=O)O)C(O)c1cccc([N+](=O)[O-])c1 (centres undefined),0.9,-6%,-3%,-8,-8%,2%,-4%,9%
CCCC(=O)C1CCN(Cc2ccccc2)CC1,1.8,8%,6%,.,22%,-8%,-3%,-19%
CSc1ccccc1OCc1cc(C(=O)NC2CCOC2)no1 (centres undefined),-1.3,5%,10%,10,1%,-1%,-10%,4%
O=C(O)CCCN(Cc1cccc(Br)c1)S(=O)(=O)c1ccc(Br)cc1,-2.1,-3%,-7%,10,10%,-8%,7%,-11%
Nc1ccc2nc(-c3cccs3)[nH]c2c1,-0.3,-19%,-1%,.,5%,-9%,-1%,8%
Cc1cccc(N(C(=O)c2sc(C)nc2C)C(C(=O)NCc2ccco2)c2ccccc2)c1 (centres undefined),-1.7,8%,10%,.,-1%,-12%[57.1 µM],-5%,-7%
COc1cccc(NC(=O)COc2cccc(-n3cnnn3)c2)c1,0.2,1%,13%,0,-16%,-2%,-1%,4%

# Profiles as entered above:
# Shown for Cn1cnnc1SCC(=O)Nc1sc2c(c1C#N)CCCCC2 → IL-2 act = -2.5; Abeta yeast res = 4%; EPAC1 agonist = 1%; PI5P4Ka inh = .; FUS yeast rescue = 43%; WRN inhibitor = -10%; PLK1 PBD block = -15%; EPAC1 antag = 6%
# Shown for O=C(CN(Cc1ccccc1)C(=O)CCC(=O)Nc1ccccn1)NCc1ccc(F)cc1 → IL-2 act = -0.6; Abeta yeast res = -2%; EPAC1 agonist = 2%; PI5P4Ka inh = -2; FUS yeast rescue = 10%; WRN inhibitor = 9%; PLK1 PBD block = -2%; EPAC1 antag = 15%

# Going on with the list.
SMILES,IL-2 act,Abeta yeast res,EPAC1 agonist,PI5P4Ka inh,FUS yeast rescue,WRN inhibitor,PLK1 PBD block,EPAC1 antag
COc1cc(N=Nc2ccc3ccccc3c2)ccc1O,0.1,-88%[inhibitor],17%,44,25%,-8%,4%,6%
Cc1ccc(-c2noc(CN3C(C)CCCC3C)n2)cc1 (centres undefined),-2.1,1%,-18%,4,12%,4%,-7%,-16%
O=C(CNCc1ccccc1)Nc1ccc(Oc2ccccc2)cc1,-0.5,-1%,11%,68,31%,?,-8%,-3%
S=c1[nH]nc(-c2ccccc2)n1CC1CCCO1 (centres undefined),-0.7,?,7%,4,?,1%,-9%,-23%
COC(=O)c1sc(S(=O)(=O)N2CCCCC2C(=O)O)c(C(=O)OC)c1C (centres undefined),-0.7,-6%,-4%,-2,14%,-2%,-10%,4%

# Of the compounds above, these contain a thiophene ring, fused or not.
SMILES,IL-2 act,Abeta yeast res,EPAC1 agonist,PI5P4Ka inh,FUS yeast rescue,WRN inhibitor,PLK1 PBD block,EPAC1 antag
CCOC(=O)N1CCc2c(sc(NC(=O)CCS(=O)(=O)c3ccccc3)c2C(N)=O)C1,-4.7,2%,-7%,1,15%,3%,0%,14%
COC(=O)c1c(NC(=O)Cc2cccs2)sc(C(=O)NC2CCCCC2)c1C,0.7,11%,-3%,.,0%,-4%,-2%,3%
Cn1cnnc1SCC(=O)Nc1sc2c(c1C#N)CCCCC2,-2.5,4%,1%,.,43%,-10%,-15%,6%
CC(=O)NNS(=O)(=O)c1scc(S(=O)(=O)c2ccc(Cl)cc2)c1C,-0.7,3%,11%,2,-25%,3%,-12%,1%
O=C(c1cccs1)N1CCCC(c2nc3c(nnn3Cc3ccccc3)c(=O)[nH]2)C1 (centres undefined),-0.1,4%,-2%,-1,2%,-2%,-2%,-23%
O=C(NCC(c1cccs1)N1CCOCC1)c1cc(S(=O)(=O)N2CCOCC2)c(Cl)cc1Cl (centres undefined),-2.6,6%,0%,2,-2%,4%,0%,10%
Nc1ccc2nc(-c3cccs3)[nH]c2c1,-0.3,-19%,-1%,.,5%,-9%,-1%,8%
COC(=O)c1sc(S(=O)(=O)N2CCCCC2C(=O)O)c(C(=O)OC)c1C (centres undefined),-0.7,-6%,-4%,-2,14%,-2%,-10%,4%

# Bioassay records deposited in PubChem BioAssay by National Center for Advancing Translational Sciences (NCATS).
